High-throughput results (PubChem BioAssay)
KCNK9 inh: KCNK9 potassium channel inhibitors, primary screen, HEK293 cells, thallium flux | Potassium channel subfamily K member 9 (Homo sapiens), Q9NPC2 | FluxOR thallium flux fluorescence; stronger effect = lower value | B-score at 10 µM | actives 1.2% (n = 310,000);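 active = ratio B-score over 3 SD below the library mean, with starting fluorescence within 5 SD of its mean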;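 note: negative B-score means less thallium flux so channel inhibition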
KCNQ1 inh: inhibitors of human KCNQ1 channel, primary screen, cell-based, thallium flux, high-throughput; Potassium voltage-gated channel subfamily KQT member 1 (Homo sapiens), P51787; CHO-K1 KCNQ1, FluxOR thallium flux fluorescence; stronger effect = higher value; B-score at 10 µM; actives 1.3% (n = 310,000); AID 2642, 2010;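 active = compounds whose thallium flux B-score, printed positive for inhibition, exceeds three library SD while starting fluorescence stays within three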;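 note: channel opened by potassium depolarization with thallium stimulus after 20 min compound exposure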
Target sequence (P51787 whole entry, looked up): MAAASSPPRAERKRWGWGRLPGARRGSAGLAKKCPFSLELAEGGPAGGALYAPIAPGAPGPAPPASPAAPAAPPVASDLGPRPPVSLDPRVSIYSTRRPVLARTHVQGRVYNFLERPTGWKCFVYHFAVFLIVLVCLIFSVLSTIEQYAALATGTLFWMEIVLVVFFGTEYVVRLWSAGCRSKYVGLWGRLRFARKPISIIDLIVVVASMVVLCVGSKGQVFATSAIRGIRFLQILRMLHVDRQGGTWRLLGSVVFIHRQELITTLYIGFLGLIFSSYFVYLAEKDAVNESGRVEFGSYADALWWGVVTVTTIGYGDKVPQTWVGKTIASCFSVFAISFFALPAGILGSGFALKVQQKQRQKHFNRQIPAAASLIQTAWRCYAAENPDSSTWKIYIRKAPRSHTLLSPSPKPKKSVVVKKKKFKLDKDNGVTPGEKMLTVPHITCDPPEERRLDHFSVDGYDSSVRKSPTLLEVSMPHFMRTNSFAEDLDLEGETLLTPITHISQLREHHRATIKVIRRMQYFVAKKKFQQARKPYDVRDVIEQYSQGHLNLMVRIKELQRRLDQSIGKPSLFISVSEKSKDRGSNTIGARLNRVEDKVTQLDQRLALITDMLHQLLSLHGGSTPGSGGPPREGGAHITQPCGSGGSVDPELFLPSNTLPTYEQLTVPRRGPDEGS
RGS4 act: RGS4 potentiators or activators, primary screen, cell-based, HEK293 M3R inducible RGS4, calcium flux; carbachol calcium flux Fluo4; stronger effect = lower value; B-score at 10 µM; actives 0.92% (n = 310,000); AID 463111, 2010;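 active = B-score of the integrated calcium signal more than 4 SD below the library mean, with starting fluorescence not abnormally high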;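 note: negative B-score means reduced calcium response which marks RGS4 activation or potentiation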
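test system = M3R-expressing HEK293 line, RGS4 induced by doxycycline | probe or stimulus = carbachol at ECmax as muscarinic agonist stimulus | timing = dye loading 30 min 37 °C, buffer rest 30 min RT | signal = calcium dye Fluo4 fluorescence | evaluation = B score from integrated fluorescence ratio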
ANO1 activ: TMEM16A chloride channel activators or potentiators, primary screen, cell-based, HTS. B-score at 10 µM. Anoctamin-1 (Mus musculus), Q8BHY3. actives 0.3% (n = 340,000). HEK293 TMEM16A/YFP-H148Q/I152L, iodide quench fluorescence; stronger effect = lower value;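 active = fluorescence-ratio B-score plate-corrected deviation score at least 3 library SD below zero, with starting fluorescence score within 5 deviations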;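 note: channel opened by trigger with iodide after compound preincubation; score built on the fluorescence ratio of max minus min over baseline; more negative score means more quench and so TMEM16A activation or potentiation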
hERG rescue: hERG rescue from dofetilide block, primary screen, cell-based, CHO-hERG, FluxOR thallium flux, dofetilide IC70; AID 1511, 2009; actives 0.51% (n = 310,000); activation (rescue from dofetilide block), less the hit threshold, % at 10 µM; dofetilide IC70 present;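 active = activation above the mean of controls blocked by dofetilide plus 5 SD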;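 note: thallium influx through hERG after potassium depolarization seen as dye fluorescence rise; in these data hits start at about 4.7%; inactives centre near -7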
RGS4 block: RGS4 inhibitors, primary screen, cell-based, HEK293 M3R inducible RGS4, calcium flux | Regulator of G-protein signaling 4 (Homo sapiens), P49798 | Fluo-4 calcium flux; stronger effect = higher value; triggered by carbachol at its EC20 | B-score at 10 µM | actives 0.45% (n = 310,000);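 active = B-score, a plate-corrected calcium signal, over three deviations above library mean, with baseline fluorescence within five deviations of library mean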;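 note: RGS4 expression induced by doxycycline in cells with stable M3 receptor; B-score is computed from the integrated fluorescence ratio over baseline after carbachol; higher B-score means a larger calcium signal and so more RGS4 inhibition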
Target sequence (P49798 whole entry, looked up): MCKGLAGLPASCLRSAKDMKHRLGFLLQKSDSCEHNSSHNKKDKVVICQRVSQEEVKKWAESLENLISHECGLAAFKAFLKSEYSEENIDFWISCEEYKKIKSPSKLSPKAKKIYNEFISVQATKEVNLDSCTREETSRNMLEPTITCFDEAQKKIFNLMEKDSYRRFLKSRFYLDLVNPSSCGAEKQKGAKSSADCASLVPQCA
KCNK3 block: human KCNK3 channel inhibitors, primary screen, CHO cells, FluxOR thallium flux, B-score; Potassium channel subfamily K member 3 (Homo sapiens), O14649; FluxOR fluorescence; stronger effect = lower value; B-score at 10 µM; actives 0.84% (n = 340,000); AID 602410, 2012;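 active = B-score under library mean minus 4 SD, starting fluorescence ratio at most library mean plus 5 SD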;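 note: more negative B-score means stronger inhibition of thallium flux through KCNK3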
HDAC3 inh: HDAC3 deacetylase inhibitors, primary screen, biochemical, fluorescence, cell-free homogeneous; inhibition, % at 8.3 µM; recombinant HDAC3, fluorogenic peptide/trypsin coupled; Histone deacetylase 3 (Homo sapiens), O15379; actives 0.15% (n = 320,000); in the data active = inhibition above about 26%, passing the limit was not always enough
SKKanGAS inh: S. pyogenes SKKanGAS growth inhibitors in kanamycin, primary screen, streptokinase expression inhibitor project, SKKanGAS strain, BacTiter-Glo luminescence | AID 1662, 2009 | 6 h | inhibition, % at 7.5 µM | actives 1.3% (n = 300,000);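 active = mean replicate score, as percent of positive control median, at least 50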;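 note: strain carries kanamycin resistance gene driven by streptokinase promoter and grows in 40 µg/ml kanamycin; loss of luminescence reflects streptokinase promoter inhibition or plain growth inhibition; 0% = median of DMSO wells and 100% = positive control at its reference dose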
KCNQ1 pot: potentiators or activators of KCNQ1 channel, primary screen, cell-based, thallium flux, high-throughput | CHO-K1 KCNQ1, thallium flux FluxOR fluorescence; stronger effect = higher value | B-score at 10 µM | actives 0.35% (n = 310,000) | AID 2648, 2010;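 active = fluorescence ratio B-score, a plate-corrected score, at least three library SD, with initial intensity B-score within 5 SD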
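Medium – assay buffer, equal DMSO in all wells · Material – CHO-K1 cell line with stable KCNQ1 potassium channel expression · Signal – kinetic FluxOR thallium fluorescence, 10-s 1-Hz baseline, 110-s post-stimulus read · Compound – single concentration per compound, DMSO matched to controls · Schedule – 37 °C overnight plating, 90-min dark dye load, 20-min compound pretreatment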
ANO1 block: TMEM16A chloride channel inhibitors, primary screen, cell-based, HTS. Anoctamin-1 (Mus musculus), Q8BHY3. HEK293 TMEM16A/YFP iodide influx fluorescence, ionomycin. normalized B-score (activity score, 25-100; higher = stronger inhibition) at 10 µM. actives 1.2% (n = 310,000). AID 588511, 2011;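 active = ratio plate-corrected score three or more library SD toward inhibition, starting fluorescence score within five deviations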;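 note: score derived from kinetic fluorescence span divided by baseline fluorescence per well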
* = called active by the depositor; i = inactive; · = not tested or not shown. The order is random (roughly 6.3% active in at least one column).

SMILES	KCNK9 inh	KCNQ1 inh	RGS4 act	ANO1 activ	hERG rescue	RGS4 block	KCNK3 block	HDAC3 inh	SKKanGAS inh	KCNQ1 pot	ANO1 block
COCCNC(=S)N/N=C/c1ccc2c(c1)OCCO2	i	i	i	i	-13	i	i	4	-8	i	i
CNc1oc(-c2ccccc2F)nc1S(=O)(=O)c1ccc(C)cc1	i	i	i	i	-9	i	i	-5	3	i	i
CC(C)Cn1c(N)c(C(=O)COC(=O)c2ccccc2F)c(=O)n(C)c1=O	i	i	i	i	-16	i	i	3	-4	i	i
Cc1ccc(S(=O)(=O)NCC2CCC(C(=O)O)CC2)cc1 (stereo not given)	i	i	i	i	-11	i	i	0	2	i	i
Cc1ccc(C#CC[N+]2(CC#Cc3ccc(C)cc3)CCCCC2)cc1	i	12*	-7.1*	i	-30	i	i	2	-1	i	i
CCOc1ccc(C(=O)C(C)OC(=O)Cn2c(C)csc2=O)cc1 (stereo not given)	i	i	i	i	-11	i	i	0	-3	i	i
C/C(CC(C)(C)c1ccccc1)=N\NS(=O)(=O)c1ccccc1	i	i	i	i	-5	i	i	-5	-5	i	i
N#C/C(C(=O)N1CCCC1)=C1/N=C(N)c2ccccc21	i	i	i	i	-11	i	i	4	-3	i	i
CCCCn1c(=O)[nH]c(=O)c2c1nc(-c1cccc(OC)c1)n2C	i	i	i	i	-8	i	i	-10	2	i	i
Cc1ccc(NC(=S)NC2CC3CCCC(C2)N3Cc2cccs2)cc1 (stereo not given)	i	i	i	i	-3	i	i	0	-1	i	i
O=C(CCn1cnnn1)Nc1ccccc1F	i	i	i	i	-13	i	i	-1	1	i	i
COC(=O)c1sccc1NC(=S)NCc1ccc(Cl)cc1	i	i	i	i	14*	i	i	10	8	i	i
COC(=O)c1ccc(CNC(=O)COC(=O)C2CCC(C(C)(C)C)CC2)cc1 (stereo not given)	i	i	i	i	-5	i	i	1	5	i	i
CCOc1ccc(CCNC(=O)COC(=O)c2ccc(S(=O)(=O)N3CCCC3)cc2)cc1OCC	i	i	i	i	-10	i	i	-1	-21	i	i
CCOC(=O)Cc1csc(NS(=O)(=O)c2ccc(SC)cc2)n1	i	i	i	i	-4	i	i	-2	2	i	i
O=C(COc1ccc2c3c(c(=O)oc2c1)CCC3)N[C@@H](Cc1ccccc1)C(=O)O	i	i	i	i	5.3*	i	i	-19	2	i	i
COc1ccc(CC(=O)N[C@@H](CCSC)C(=O)N2CCC3(CC2)NCCc2[nH]cnc23)cc1	i	i	i	i	-5	i	i	8	0	i	i
O=C(c1cccs1)N(Cc1ccccn1)Cc1ccco1	i	i	i	·	-9	i	i	-7	9	i	i
COC(=O)[C@H](C)[C@H]1C[C@]1(C)[C@H](NC(=O)OCc1ccccc1)c1ccccc1	i	i	i	i	-13	i	i	-18	5	i	i
COc1cc(-c2noc(-c3cccc(Cl)c3)n2)cc(OC)c1OC	i	i	i	i	-2	i	i	-6	12	i	i
COc1ccccc1NC(=O)CSc1ccc2nnc(-c3ccncc3)n2n1	i	i	i	i	-10	i	i	6	-9	i	i
Clc1ccc2c(N/N=C/c3ccccc3Br)ccnc2c1	i	i	i	i	-3	i	i	4	3	i	i
Cn1c(N)c(C(=O)N/N=C/c2ccccc2)sc1=S	i	i	i	i	-8	i	i	1	0	i	i
CCOC(=O)c1c2c3c(cccc3[nH]c1=O)C(=O)c1ccccc1-2	i	i	i	i	-4	i	i	6	-11	i	i
COc1ccc(C(=O)Cn2cc([N+](=O)[O-])nc2C)cc1	i	i	i	i	-2	i	i	5	-1	i	i
Cc1ccc(S(=O)(=O)C2(S(=O)(=O)c3ccc(C)cc3)CC2)cc1	i	i	i	i	-14	i	i	0	3	i	i
Cc1ccc(S(=O)(=O)NNC(=O)c2ccc(O)cc2)cc1	i	i	i	i	-7	i	i	4	-11	i	i
CCn1nc(C(=O)OCC(=O)c2ccc(F)cc2)c2ccccc2c1=O	i	i	i	i	-2	i	i	1	-1	i	i
FC(F)(F)c1cccc(Cc2noc(CN3CCC(N4CCCCC4)CC3)n2)c1	i	i	i	i	-7	i	i	-2	-6	i	i
COc1ccc(-c2nn(CCC#N)cc2C=C(C#N)C#N)cc1	i	i	i	i	-11	i	i	6	1	i	i
C/C=C/C=C/C(=O)Nc1nccs1	i	i	i	i	-9	i	i	6	2	i	i
COc1ccc(NC(=O)CN(C)C(=O)C2CC(=O)N(c3ccc4c(c3)OCCO4)C2)cc1 (stereo not given)	i	i	i	i	-17	i	i	5	-4	i	i
Cc1ccc(SCc2noc(-c3c(C)noc3C)n2)cc1	i	i	i	i	-7	i	i	-2	1	i	i
N/C(=N\OC(=O)CCC1CCCC1)c1ccncc1	i	i	i	i	-7	i	i	2	7	i	i
O=C(O)c1ccc(/C=C/c2nc3ccccc3c(=O)[nH]2)cc1	i	i	i	i	-1	i	i	·	25	i	i
O=[N+]([O-])c1ccc(O)c(C=Nc2cccc3ncccc23)c1	i	i	i	i	-5	i	i	2	-21	i	i
COc1ccc(C(=O)Nc2cc(Cl)ccc2OC(=O)c2ccc(OC)cc2)cc1	i	i	i	i	-4	i	i	·	-2	i	i
COc1ccccc1Oc1ccccc1[N+](=O)[O-]	i	i	i	i	-11	i	i	-1	-2	i	i
O=C(CNC(=O)c1ccccc1Cl)NCC(c1cccs1)N1CCOCC1 (stereo not given)	i	i	i	i	-11	i	i	2	-4	i	i
COc1ccc(Cc2nnc(SCc3nc4ccccc4c(=O)[nH]3)o2)cc1	i	i	i	i	-9	i	i	1	7	i	i
CCOc1ccc(CCNC(=O)c2cn(C)c3ccc(S(=O)(=O)N4CCOCC4)cc3c2=O)cc1OCC	i	i	i	i	-10	i	i	0	1	i	i
Cc1ccc(C(c2c(C)[nH][nH]c2=O)c2c(C)[nH][nH]c2=O)cc1[N+](=O)[O-]	i	i	i	i	-6	i	i	0	0	i	i
CCOC(=O)N1CCN(C(=O)c2cc(COc3c(F)cccc3F)on2)CC1	i	i	i	i	-7	i	i	-3	0	i	i
CCN1CCN(C(=O)c2ccc(CS(=O)(=O)Cc3ccccc3F)o2)CC1	i	i	i	i	2	i	i	4	-4	i	i
CCCOC(=O)CN1C(=O)c2ccc(C(=O)OCCC)cc2C1=O	i	i	i	i	2	i	i	0	-1	i	i
Cn1c(N)c(C(=O)COC(=O)[C@@H]2CCCN2S(=O)(=O)c2ccc(Cl)cc2)c(=O)n(C)c1=O	i	i	i	i	-13	i	i	1	4	i	i
C=CCOC(=O)C(C#N)c1nc2ccccc2nc1N1CCN(Cc2ccc3c(c2)OCO3)CC1 (stereo not given)	i	i	i	i	-20	i	i	4	13	i	i
O=C(COC(=O)c1ccccc1Br)NC1CCCC1	i	i	i	i	-1	i	i	-9	-3	i	i
Cc1nc(Cl)nc(N(C)c2ccccc2)c1[N+](=O)[O-]	i	i	i	i	-14	i	i	6	5	i	i
CCOc1ccc(N(CC)S(=O)(=O)c2c(C)[nH]c(=O)[nH]c2=O)cc1	i	i	i	i	-9	i	i	3	6	i	i
Cc1nnc(NC(=O)c2csc3c2CCCC3)s1	i	i	i	·	-1	i	·	6	0	i	i
COc1ccc(N(CC(=O)N2c3ccccc3CC2C)S(=O)(=O)c2c(C)noc2C)cc1 (stereo not given)	i	i	i	i	-12	i	i	3	-6	i	i
O=C(NN1C(=O)C2C3C=CC(C3)C2C1=O)c1ccco1 (stereo not given)	i	i	i	i	-11	i	i	0	12	i	i
COc1ccc(NC(=O)CSCc2cc(=O)n3ccsc3n2)cc1	i	i	i	i	-5	i	i	2	-7	i	i
O=C(Nc1ccccc1C(=O)NCCN1CCOCC1)c1ccco1	i	i	i	i	-10	i	i	6	1	i	i
COc1ccc(NC(=O)NNC(=O)COc2ccc3ccccc3c2)cc1	i	i	i	i	-7	i	i	-2	-3	i	i
Cc1ccc(Sc2ccc(/C=N/O)cc2[N+](=O)[O-])cc1	i	i	i	i	1	i	i	5	10	i	i
Cc1ccc2cc3c(NC(=O)c4ccco4)nn(C)c3nc2c1	i	i	i	i	-22	i	i	-10	-4	i	i
COCCNC(=O)c1cccc(OC2CCN(C(C)COc3ccccc3)CC2)c1 (stereo not given)	i	i	i	i	-8	i	i	0	-3	i	i
CCC(=O)N(CCC1(C(C)C)CCOC(C)(C)C1)Cc1ccco1 (stereo not given)	i	i	i	i	-10	i	i	1	2	i	i

Further compounds
SMILES	KCNK9 inh	KCNQ1 inh	RGS4 act	ANO1 activ	hERG rescue	RGS4 block	KCNK3 block	HDAC3 inh	SKKanGAS inh	KCNQ1 pot	ANO1 block
Cc1cccc(NC(=S)NC2CC3CCCC(C2)N3CC(C)C)c1 (stereo not given)	i	i	i	i	-15	i	i	1	-3	i	i
NS(=O)(=O)c1ccc(CCNS(=O)(=O)c2cccc(C(=O)O)c2)cc1	i	i	i	i	-5	i	i	16	-1	i	i
COc1ccc(OC)c(S(=O)(=O)n2ccc(C)n2)c1	i	i	i	i	-7	i	i	-5	0	i	i
CC(C)c1cc(CNC(=O)CCc2nnc(CCCc3ccccc3)o2)on1	i	i	i	i	-6	i	i	0	3	i	i
O=c1[nH]cc(NCCNc2ncc(C(F)(F)F)cc2Cl)c(=O)[nH]1	i	i	i	i	-5	i	i	5	-16	i	i
CCN(CC(=O)Nc1c(F)cccc1F)C(=O)c1cccc(S(=O)(=O)N2CCN(c3ccccc3)CC2)c1	i	i	i	i	-8	i	i	-5	3	i	i
Cc1cccc(C(=O)N[C@H](C(=O)Nc2ccc(S(=O)(=O)NC3=NCCCCC3)cc2)C(C)C)c1	i	i	i	i	-2	i	i	1	0	i	i
